From PubChem BioAssay
PvdQ acylase – P. aeruginosa PvdQ acylase inhibitors, primary screen, biochemical, fluorescence, plate reader and imaging, single point | inhibition, % at 10 µM | hit rate 0.063% among 340,000 | PvdQ acylase [Pseudomonas aeruginosa LESB58] | AID 488965, 2010 | purified PvdQ acylase; in the data active = inhibition above about 30%, passing the limit was not always enough;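 note: 0% = vehicle neutral wells and 100% = reference inhibitor wells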
C-LANA FP – inhibitors of KSHV C-LANA binding to DNA, primary screen, biochemical, fluorescence polarization, FAM-LBS DNA, MBP-C-LANA, single point | hit rate 0.078% among 340,000 | inhibition, % at 9 µM | Kaposi's sarcoma herpesvirus LANA C-terminal domain (residues 932-1162) DNA binding;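 active = highest replicate inhibition at or above 60% at 9 µM, even if other replicates fall short; inactive = all replicates below 60% inhibition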;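 note: 0% = neutral control wells and 100% = 4 µM acridine orange control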
CDK5 p35 inh – inhibitors of human CDK5/p35 kinase, primary screen, biochemical, single concentration | Recombinant CDK5/p35, ADP-Glo luminescence, 60 min | inhibition, % at 10 µM | hit rate 0.01% among 330,000;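 active = highest replicate inhibition of at least 50% and at least 75% of replicates reaching 50%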;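 note: plate controls were DMSO neutral control for no effect and GW8510 at 10 µM for full effect; many of its hits are not listed in these tables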
Target sequence (Q00535 whole entry, looked up): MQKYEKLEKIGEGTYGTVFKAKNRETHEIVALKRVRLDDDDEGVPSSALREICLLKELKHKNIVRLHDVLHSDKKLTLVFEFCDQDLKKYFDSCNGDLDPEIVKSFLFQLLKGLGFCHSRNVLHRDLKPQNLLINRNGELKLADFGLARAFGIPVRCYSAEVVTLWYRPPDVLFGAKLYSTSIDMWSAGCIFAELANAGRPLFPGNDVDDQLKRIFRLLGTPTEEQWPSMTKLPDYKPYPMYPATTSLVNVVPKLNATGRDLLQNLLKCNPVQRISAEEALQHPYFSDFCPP
Target sequence (Q15078 whole entry, looked up): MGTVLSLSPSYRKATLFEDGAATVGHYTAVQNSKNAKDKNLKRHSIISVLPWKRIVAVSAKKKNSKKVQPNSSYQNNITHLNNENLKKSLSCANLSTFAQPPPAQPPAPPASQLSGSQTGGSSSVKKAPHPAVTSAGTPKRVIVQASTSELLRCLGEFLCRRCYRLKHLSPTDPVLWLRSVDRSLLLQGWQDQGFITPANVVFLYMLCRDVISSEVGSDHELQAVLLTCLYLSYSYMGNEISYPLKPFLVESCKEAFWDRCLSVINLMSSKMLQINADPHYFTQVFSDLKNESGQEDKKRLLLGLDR
NSD2 HMT inh – NSD2 histone methyltransferase inhibitors, primary screen, biochemical, AlphaScreen, single concentration, set 2. AID 743445, 2014. inhibition, % at 12.5 µM. hit rate 0.54% among 310,000. Histone-lysine N-methyltransferase NSD2 (Homo sapiens), O96028. NSD2 peptide methylation, 120 min; in the data active = inhibition above about 50%
RTF Ca sens act – cardiac RTF calcium sensitivity activators, primary screen, biochemical, IANBD-TnC fluorescence, EC20 calcium; Troponin I, cardiac muscle (Homo sapiens) + Troponin T, cardiac muscle (Homo sapiens) + …; IANBD-labeled TnC RTF fluorescence at EC20 calcium; 0% EC20 calcium, 100% full calcium; activation, % at 7.2 µM; hit rate 0.24% among 340,000; AID 493008, 2010;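 active = activation above the mean over all tested compounds plus 3 SD, cut at about 30% in these data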;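 note: rise in fluorescence read as greater calcium sensitivity of cardiac thin filaments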
dFosB act – activators of delta FosB homodimer, primary screen, biochemical, fluorescence polarization, TAMRA-CDK5 oligo, single point | hit rate 0.99% among 340,000 | activation, % at 25 µM | purified delta FosB; percent of positive-control signal above neutral wells | AID 493131, 2011 | Protein FosB (Mus musculus), P13346;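 active = mean activation above about 17%, with every replicate also reaching it, limit read from the data, passing the limit was not always enough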;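 note: fluorescence polarization rise as delta FosB binds a TAMRA Cdk5 AP-1 oligo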
PfHsp90 set2 – growth inhibition of PfHsp90-expressing yeast, primary screen, antimalarial PfHsp90 inhibitor project, S. cerevisiae, BacTiter-Glo luminescence, single point, set 2; BacTiter-Glo ATP, 48 h; yeast lacking PDR1 and PDR3 efflux regulators; inhibition, % at 9.4 µM; hit rate 0.32% among 310,000;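 active = every replicate shows inhibition above about 80%, whatever the replicate mean, limit read from the data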;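 note: 0% = DMSO neutral controls and 100% = 20 µM radicicol positive controls; yeast relying on Plasmodium falciparum Hsp90 in place of its own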
SUMO Mot1 rescue – yeast Mot1-301 growth rescue at high temperature, primary screen, SUMOylation pathway inhibitor project, S. cerevisiae, ATP luminescence, 38.5C; hit rate 1% among 320,000; S. cerevisiae Mot1-301 growth rescue; percent above DMSO median, 100 means doubled; growth rescue, % at 18.8 µM;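 active = every valid replicate shows activation above 250% relative to neutral control wells; inactive = the rest, any valid replicate at or below 250%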;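 note: OY570 slx delta 5 strain wells were the positive control but not used for scaling; some compounds called inactive have numbers as strong as hits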
Keap1-Nrf2 PPI – Keap1-Nrf2 protein-protein interaction inhibitors, primary screen, biochemical, fluorescence polarization, single point. Kelch-like ECH-associated protein 1 (Homo sapiens), Q14145. Keap1 Kelch-Nrf2 peptide fluorescence polarization, 1536-well. inhibition, % at 9.4 µM. hit rate 0.15% among 340,000; in the data active = inhibition above about 12%;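 note: human Keap1 Kelch domain with fluorescein labeled Nrf2 9mer peptide probe; 0% = neutral control wells and 100% = peptide positive control; higher means more block of Keap1 binding to Nrf2 peptide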
Rtt109 HAT inh – inhibitors of C. albicans Rtt109/Vps75 HAT, primary screen, biochemical, ThioGlo CoA-SH fluorescence, plate reader | Histone acetyltransferase RTT109 (Candida albicans (strain SC5314 / ATCC MYA-2876)), … | purified Rtt109/Vps75, 4 h | inhibition, % at 34.9 µM | hit rate 0.16% among 330,000;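 active = inhibition of at least 50% in every replicate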
Target sequence (Q5AAJ8 whole entry, looked up): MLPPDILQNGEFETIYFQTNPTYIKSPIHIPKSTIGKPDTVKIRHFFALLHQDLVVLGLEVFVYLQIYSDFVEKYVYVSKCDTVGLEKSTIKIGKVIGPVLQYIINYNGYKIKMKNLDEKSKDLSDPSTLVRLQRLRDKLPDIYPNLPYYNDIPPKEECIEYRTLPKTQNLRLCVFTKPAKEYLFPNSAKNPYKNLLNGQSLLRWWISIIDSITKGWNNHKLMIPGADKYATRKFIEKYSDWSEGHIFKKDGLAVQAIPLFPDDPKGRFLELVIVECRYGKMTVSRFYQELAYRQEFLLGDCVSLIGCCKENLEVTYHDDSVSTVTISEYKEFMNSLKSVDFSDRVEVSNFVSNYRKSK
RTF Ca sens inh – cardiac RTF calcium sensitivity inhibitors, primary screen, biochemical, IANBD-TnC fluorescence, EC70 calcium. hit rate 0.12% among 340,000. AID 493244, 2011. IANBD-labeled cardiac RTF, Ca2+ fluorescence. Troponin I, cardiac muscle (Homo sapiens) + Troponin T, cardiac muscle (Homo sapiens) + …. inhibition, % at 7.15 µM;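 active = inhibition above the mean inhibition of all tested compounds plus 3 SD, cut at about 17% in these data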;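 note: assay run at fixed EC70 calcium of 1.6 mM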
The depositor's hits bear a star; i = inactive; / = no result given. An unsorted share of the library. Share with any hit: about 3.2%.

SMILES	PvdQ acylase	C-LANA FP	CDK5 p35 inh	NSD2 HMT inh	RTF Ca sens act	dFosB act	PfHsp90 set2	SUMO Mot1 rescue	Keap1-Nrf2 PPI	Rtt109 HAT inh	RTF Ca sens inh
O=C(Nc1nnc(S(=O)(=O)N2CCOCC2)s1)c1cccc(Br)c1	-4.5	-1.6	-1.8	-4.1	5.8	-10.8	10.3	5.8	0.3	3.1	-2.4
COc1ccc(OCCC(=O)NCC23CC4CC(CC(C4)C2)C3)cc1	-11.1	0.3	-1.0	3.6	0.9	-10.5	-56.2	7.5	-2.4	0.3	-1.7
Cc1cc2nc(CSc3ccccc3)cc(=O)n2[nH]1	-0.7	2.3	-1.5	/	/	-1.5	26.3	8.6	-5.0	4.5	/
Cc1ccc(-c2cn3c(=O)cc(C)[nH]c3n2)cc1	4.1	2.8	2.6	-2.0	2.3	4.4	20.1	/	-0.7	2.2	5.0
COc1ccc(OC)c(-n2c(CNC3CCN(Cc4ccccc4)CC3)nc3ccccc3c2=O)c1	-8.3	1.7	-1.6	8.4	-3.9	-2.0	-15.2	-1.3	2.2	10.3	-3.1
CC1=CC2=NC(=O)/C(=C\c3cc(C)n(-c4ccccc4F)c3C)C(=N)N2O1	2.5	-0.8	0.2	-3.0	0.2	0.0	9.6	14.1	2.1	-6.3	0.1
COc1nnc(-c2ccc(N3CCCCC3)c(NC(=O)C3CCCCC3)c2)c2ccccc12	-2.6	-0.9	-1.9	-0.7	-0.1	3.0	-23.6	-13.8	0.9	0.5	5.8
Cc1ccccc1CSc1nc(C(C)(C)C)cc(=O)[nH]1	-2.4	0.9	1.1	-4.9	/	-5.5	-10.2	-0.3	2.8	-2.4	/
COc1cc2cc(C(=O)N/N=C/c3ccccc3Cl)[nH]c2cc1OC	10.7	1.0	0.6	-2.5	-6.1	-8.8	6.2	-21.5	3.9	-0.6	-0.9
CC12CCC(C/C1=N\N=C1\NC(=O)/C(=C\c3ccc(Cl)cc3)S1)C2(C)C (configuration not stated)	12.3	0.9	-0.9	/	1.3	2.6	-4.1	7.0	0.3	4.4	-1.0
Cn1cnc2c(oc3ccccc32)c1=O	-17.7	0.0	-1.6	1.8	2.6	-12.3	17.8	-6.6	-1.1	-14.4	-2.6
O=C(NCc1ccccn1)C1CCCN(S(=O)(=O)c2cccc3nsnc23)C1 (configuration not stated)	-5.5	-0.8	-0.7	1.8	-1.2	-3.1	-20.4	4.6	0.7	-8.1	-13.6
CCOc1ccccc1Nc1ncnc2c1cnn2-c1ccccc1	-12.1	0.5	-0.5	/	-2.9	-2.0	-2.5	-1.4	2.4	6.9	-5.5
N=c1oc2ccc(Br)cc2cc1C(=O)NCc1ccccc1	-16.5	0.2	-0.1	-0.8	7.7	-6.3	-1.3	-10.0	-6.3	3.7	-8.7
C/C(Cn1nc([N+](=O)[O-])cc1C)=N\NC(=O)COc1ccccc1[N+](=O)[O-]	5.2	-0.1	-2.4	0.3	-6.4	-1.6	5.1	12.7	-0.4	/	1.9
CN(CC(=O)Nc1cccc(F)c1)C(=O)/C=C/c1ccc2ccccc2n1	-6.7	1.0	-2.0	-0.4	-0.5	-8.8	3.2	-7.3	-2.6	-0.8	-5.5
O=C(Nc1nncs1)C(Sc1ccccc1)c1ccccc1 (configuration not stated)	-9.5	0.2	/	-4.5	-2.6	0.0	-12.8	9.0	-6.5	-1.1	-3.0
Cc1cccc(C)c1NC(=O)CN(C)C(C)C(=O)NCC(=O)Nc1ccc(F)c(F)c1F (configuration not stated)	0.0	0.8	1.0	-0.8	-6.1	-6.2	26.9	-7.3	0.3	0.8	-7.1
NS(=O)(=O)c1ccc(S(=O)(=O)N2CCCC2)cc1	-15.3	1.9	-6.1	-4.8	4.0	-4.2	21.6	-4.5	-2.6	-4.6	-11.4
COc1ccc(NC(=S)N2CCCC2)cc1	-7.7	-0.9	0.4	-1.3	0.1	-6.7	-14.0	-2.4	-1.8	2.5	-6.7
CC1=C(C(=O)OC(C)(C)C)C(c2ccco2)C(C#N)=C(N)O1 (configuration not stated)	-3.1	-0.2	-0.4	-1.1	-2.8	-4.6	12.4	71.4	-1.9	-23.3	-1.8
O=C(NCc1nc2ccccc2[nH]1)C1=C[C@H](c2ccc(Br)cc2)C[C@H](OCc2ccc(CO)cc2)O1	-17.7	1.0	-2.3	/	1.7	-1.4	-11.9	-2.7	-2.1	6.5	1.0
O=C(/C=C/c1ccccc1)Oc1ccc(C(=S)N2CCOCC2)cc1	4.9	-0.4	3.8	-8.7	5.2	-5.1	2.7	31.4	0.3	14.2	-0.8
O=C(NCC1CCCO1)c1c(O)c2cccc3c2n(c1=O)CCC3 (configuration not stated)	-13.8	0.9	-1.0	1.4	2.8	-8.0	13.0	11.0	-0.3	-5.4	-20.5
Cc1ccc(C)c(Oc2cc(NN3CCCCC3)c([N+](=O)[O-])cc2[N+](=O)[O-])c1	-1.5	-0.1	0.2	/	0.2	-2.3	-29.4	7.9	-2.2	0.1	-0.3
Remaining list, next part
SMILES	PvdQ acylase	C-LANA FP	CDK5 p35 inh	NSD2 HMT inh	RTF Ca sens act	dFosB act	PfHsp90 set2	SUMO Mot1 rescue	Keap1-Nrf2 PPI	Rtt109 HAT inh	RTF Ca sens inh
CC(=O)N1CCC(C(=O)c2ccc(Cl)cc2)CC1	1.6	0.3	1.0	-0.9	-5.9	2.7	8.8	0.8	-0.2	6.5	-13.1
COc1cnc(-c2ccccc2)nc1OC	-3.9	-2.3	1.2	-2.1	5.0	-11.5	10.0	259.0	-0.8	5.1	-6.9
CCOc1ccccc1NC(=O)NC(=O)N(C)S(C)(=O)=O	-2.6	2.9	0.7	0.2	-2.8	-1.5	-45.2	356.5	4.4	-6.0	-5.1
CCCNc1ccc(S(=O)(=O)N(C(C)C)C(C)C)cn1	-15.1	-0.6	-4.6	0.3	5.9	-9.0	18.2	i	-3.7	-6.4	0.4
O=C(Nc1nccs1)c1ccc(CSc2nnnn2-c2ccccc2)cc1	-2.2	0.5	2.2	1.5	-2.9	-2.3	4.7	-2.6	1.0	-2.5	-4.3
CC1C(=O)N2CCCc3cc(NC(=O)C(=O)NCCc4ccc(F)cc4)cc1c32 (configuration not stated)	-7.1	-0.3	0.1	0.1	-3.9	-6.8	/	15.7	-1.7	-8.5	-3.8
N=c1c(C(=O)NCc2ccc(F)cc2)cc2c(=O)n3ccccc3nc2n1CCCN1CCOCC1	-20.5	-1.2	-0.5	1.0	1.7	-3.5	0.3	/	-2.8	-42.5	5.2
CCCn1c(SCC#N)nc2c(c1=O)C1(CCCC1)Cc1ccccc1-2	-15.9	-2.3	-1.2	-3.4	-1.4	-8.4	-6.1	0.1	-2.6	3.1	1.3
Cc1ccc(C(=O)CCC(=O)Nc2ncccc2O)cc1	13.6	0.2	-0.1	2.8	-2.6	-9.6	/	-23.8	2.9	19.7	-9.2
Cc1ccc(NC(=O)c2ccc3nc[nH]c3c2)nc1	9.1	0.3	0.3	-0.6	-2.1	-1.9	-8.1	39.9	-3.5	12.0	-4.8
CCc1nnc(NC(=O)C2CCCN(C(=O)c3ccc(Cl)cc3)C2)s1 (configuration not stated)	-6.8	2.2	-0.1	-0.8	-3.3	-5.4	-3.9	-1.3	-2.0	-6.1	1.4
O=C(N/N=C/c1ccco1)c1ccc(Br)o1	16.7	-0.8	0.5	-3.4	-0.1	-3.3	-5.6	20.8	5.2	-6.2	9.0
CCOC(=O)N1CCC(=NNc2nc3ccccc3s2)CC1	-17.9	-0.2	2.3	0.9	-0.2	-10.6	-0.2	60.2	-0.4	7.1	2.3
O=c1oc2ccccc2cc1NCc1ccccc1O	-5.0	-1.2	0.7	/	5.2	2.6	-49.3	-9.5	-2.5	4.7	1.7
COc1ccc(/C=N/NC(=O)c2cccc([N+](=O)[O-])c2)cc1OC	2.9	0.2	0.6	0.3	-7.6	3.2	-2.5	-13.4	-2.1	26.4	7.7
CSC1=N/C(=C\c2ccc(C)o2)C(=O)S1	9.2	0.2	0.1	8.8	-8.5	-2.4	16.2	/	-2.2	4.5	4.4
C=CCn1c(=N)n(CC(=O)c2ccc(Br)s2)c2ccccc21	-8.8	1.0	-2.0	2.5	5.0	0.5	-12.7	-9.4	1.8	-9.2	0.0
CCc1ccc(NC(=O)CS(=O)CC(=O)N2CCN(c3ccccc3F)CC2)cc1 (configuration not stated)	-1.7	2.0	0.4	-0.8	-1.1	-4.0	15.0	204.0	3.6	2.0	-10.7
Cc1c(Cl)ccc(S(=O)(=O)Nc2cccnc2)c1Cl	-6.7	-0.4	0.4	-1.0	-1.3	-1.6	9.8	-3.4	-2.6	-1.2	1.2
O=C(CSc1ncccc1C(=O)O)c1cccc(C(F)(F)F)c1	-0.2	-1.5	1.0	-4.0	-2.7	0.5	4.1	-3.6	-0.6	0.0	-3.2
Cc1cccc(-c2nc(CN3CCCC(C(=O)NC4CCCCC4)C3)c(C)o2)c1 (configuration not stated)	-8.3	0.6	-0.9	2.1	5.3	-6.3	-4.4	-8.8	2.6	-18.5	-7.2
O=C(Nc1ccccc1N1CCCC1)C1CC(=O)N(Cc2ccccc2)C1 (configuration not stated)	-14.2	1.8	2.3	2.0	-0.9	0.3	-6.6	-4.0	-3.2	-0.7	-5.3
COc1ccc(CNC(=O)C(c2cccc(C)c2)N(C(=O)c2csnn2)C2CC2)cc1 (configuration not stated)	-8.9	-0.5	1.9	/	-4.8	-5.0	-12.4	-11.1	2.9	8.1	-8.0
Cc1csc(=O)n1CC(=O)OCC(=O)NNC(=O)c1ccc(Cl)cc1	-8.7	0.0	0.5	-2.8	-0.8	-8.7	29.3	-7.6	-1.5	-1.6	-7.0
COc1ccc(NC(=O)C2CCCN2C(=O)OCc2ccccc2)cc1 (configuration not stated)	-14.0	-0.3	-2.6	5.4	0.7	-12.9	11.3	3.3	0.3	-7.4	-9.8

Limited to PvdQ acylase and dFosB act (two entries from above):
canonical_smiles,PvdQ acylase,dFosB act
CCOc1ccccc1NC(=O)NC(=O)N(C)S(C)(=O)=O,-2.6,-1.5
CCCNc1ccc(S(=O)(=O)N(C(C)C)C(C)C)cn1,-15.1,-9.0
